AmpC inh det: Promiscuous and Specific Inhibitors of AmpC Beta-Lactamase (assay with detergent); purified AmpC, nitrocefin hydrolysis with detergent; Potency, µM (top dose mostly 28.7 µM), for the others: top-dose activity change, negative = inhibition; actives 0.09% (n = 71,000); AID 584, 2007; active means well fitted curve in the direction sought with a large enough effect
Target sequence (P00811 whole entry, looked up): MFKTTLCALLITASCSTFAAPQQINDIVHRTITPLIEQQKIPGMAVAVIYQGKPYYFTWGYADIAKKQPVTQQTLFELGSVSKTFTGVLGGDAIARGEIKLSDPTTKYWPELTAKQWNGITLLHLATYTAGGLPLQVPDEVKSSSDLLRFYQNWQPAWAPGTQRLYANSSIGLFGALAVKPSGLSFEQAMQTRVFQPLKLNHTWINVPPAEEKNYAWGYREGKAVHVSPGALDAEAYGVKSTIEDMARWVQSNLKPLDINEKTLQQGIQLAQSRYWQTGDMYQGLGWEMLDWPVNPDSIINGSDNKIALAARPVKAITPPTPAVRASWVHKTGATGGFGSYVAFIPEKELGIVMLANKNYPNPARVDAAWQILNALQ
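E. coli AmpC (5.3 nM) in 20 mM phosphate pH 7.0 with 0.01% Triton X-100, preincubated 15 min RT with compound; nitrocefin (2 uL of 800 uM stock) hydrolysis followed by 480 nm absorbance every 20 s over 4 min.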
* = called active by the depositor; & = joins results of further samples; [ ] = remark or other dose. On the % scale 0 is the no-effect control and ±100 the full control effect; potency means the concentration at half of the fitted maximal effect. Not all compounds are listed (hit frequency here may not be typical).

Start of the listing, in advance, five compounds:
What do the screens show for `COc1ccccc1NC(=O)CNC(=O)c1ccccc1`?
AmpC inh det: -6%

Results for CCn1c(COc2cccc(C)c2)nnc1SCC(=O)Nc1cccc(C(=O)OC)c1 ?
AmpC inh det: -4%

Results for COc1ccccc1-c1cc(C(F)(F)F)nc(S(=O)(=O)CCCC(=O)NC(C)C)n1 ?
AmpC inh det: 0%

Results for CSc1nc2c(c(=O)n1-c1ccc(C)cc1)SCC2 ?
AmpC inh det: 8%

What do the screens show for `C=CCSc1nc2c(cc1C#N)CCC2`?
AmpC inh det: -1%

All compounds of this part, from the first entry:
What do the screens show for `COc1ccccc1NC(=O)CNC(=O)c1ccccc1`?
AmpC inh det: -6%

Results for CCn1c(COc2cccc(C)c2)nnc1SCC(=O)Nc1cccc(C(=O)OC)c1 ?
AmpC inh det: -4%

Results for COc1ccccc1-c1cc(C(F)(F)F)nc(S(=O)(=O)CCCC(=O)NC(C)C)n1 ?
AmpC inh det: 0%

Results for CSc1nc2c(c(=O)n1-c1ccc(C)cc1)SCC2 ?
AmpC inh det: 8%

What do the screens show for `C=CCSc1nc2c(cc1C#N)CCC2`?
AmpC inh det: -1%

How did Cc1cccc2cc(CN(Cc3nnnn3Cc3ccccc3)C3CCCC3)c(=O)[nH]c12 do in these assays?
AmpC inh det: 31%

Results for COc1ccc(CC2C(=O)NC(=O)N(c3ccccc3)C2=O)c(OC)c1 (centres undefined) ?
AmpC inh det: -2%

What do the screens show for `CC(=O)Oc1ccc(/C=c2\sc3ncnn3c2=O)cc1`?
AmpC inh det: 2%

How did Cc1ccc(C)c(O)c1 do in these assays?
AmpC inh det: 8%

How did Cc1cc(OCc2nn[nH]n2)c2c3c(c(=O)oc2c1)CCC3 do in these assays?
AmpC inh det: -7%

Results for CC(=O)c1c(C)n(CCCOC(C)C)c2ccc(O)cc12 ?
AmpC inh det: -2%

How did N#Cc1ccc(CN2CCC3(CC2)CCN(C(=O)c2csnn2)CC3)cc1 do in these assays?
AmpC inh det: -4%

How did Cn1c(=O)cc(SCC(=O)NCC2COc3ccccc3O2)c2ccccc21 (centres undefined) do in these assays?
AmpC inh det: -5%

What do the screens show for `CCN1CCCC1CNC(=O)Cn1cnc2sc(C)c(S(=O)(=O)N3CCC(C)CC3)c2c1=O` (centres undefined)?
AmpC inh det: -3%

Results for CC(O)c1cccc(NC(=O)CCC(=O)O)c1 (centres undefined) ?
AmpC inh det: -2%

Results for O=C1OCc2cc(NS(=O)(=O)c3cccs3)ccc21 ?
AmpC inh det: -6%

What do the screens show for `CC(=O)NCC(=O)OC(C)C(=O)Nc1ccc(C(C)=O)cc1` (centres undefined)?
AmpC inh det: 9%

What do the screens show for `O=C(Cn1cnc2c(oc3ccccc32)c1=O)c1ccccc1`?
AmpC inh det: -4%

What do the screens show for `CN(C)c1ncc2nc(CCc3ccccc3)c(=O)n(Cc3ccc(F)cc3)c2n1`?
AmpC inh det: 2%

What do the screens show for `Cc1noc(C)c1CSc1nc2ccccc2c(=O)n1-c1ccc(F)cc1F`?
AmpC inh det: 2%

Results for CCOc1ccc(OCC)c2sc(C)nc12 ?
AmpC inh det: 0%

Results for COc1ccc(CN(CC(=O)NCc2ccco2)C(=O)CCC(=O)Nc2nccs2)cc1 ?
AmpC inh det: -4%

What do the screens show for `COc1ccc(C2CC(c3ccc(Br)cc3)Nc3nc(N)nn32)cc1` (centres undefined)?
AmpC inh det: -1%

How did COC(=O)c1ccc(CSc2nnnn2Cc2ccccc2)cc1 do in these assays?
AmpC inh det: -2%

Results for O=C(NCc1cn2ccsc2n1)c1c(F)cccc1Cl ?
AmpC inh det: 12%

How did CC(C)CC(=O)Nc1cccc(-c2cn3ccsc3n2)c1 do in these assays?
AmpC inh det: -2%

Results for Cc1ccc(Cn2c(=O)c3ccccc3n3c(SCC(=O)N4CCCCC4C)nnc23)cc1 (centres undefined) ?
AmpC inh det: -5%

How did COc1cc2c(cc1NC(=O)C1CCCO1)oc1ccccc12 (centres undefined) do in these assays?
AmpC inh det: -3%

How did COCCN(CCOC)C(=O)CCn1c(=O)oc2ccccc21 do in these assays?
AmpC inh det: 0%

How did CCOc1ccccc1N1CCN(S(=O)(=O)c2ccc3c4c(cccc24)C(=O)N3)CC1 do in these assays?
AmpC inh det: -7%

What do the screens show for `COc1ccc(C2NC(c3ccc(OC)c(OC)c3OC)C(C)C(=O)C2C)c(OC)c1OC` (centres undefined)?
AmpC inh det: -6%

How did CCn1c(CSc2nc(C)cs2)nc2cc(S(=O)(=O)N(C)C)ccc21 do in these assays?
AmpC inh det: -6%

Results for CCOCCCn1c(=S)[nH]c2cc(C(=O)N3CCN(C)CC3)ccc2c1=O ?
AmpC inh det: -2%

How did CN(C)c1ccc(C2N3CC4(C)CN2CC(C)(C3)C4O)cc1 (centres undefined) do in these assays?
AmpC inh det: 10%

How did COc1ccc(C(=O)Nc2nnc(-c3ccccc3)o2)cc1OC do in these assays?
AmpC inh det: -2%

How did COCCn1c(=O)c(-c2cn(C)c3ccccc23)nc2cnc(N3CCNCC3)nc21 do in these assays?
AmpC inh det: 0%

What do the screens show for `N#Cc1nc(Cc2cccc3ccccc23)oc1N1CCC(C(N)=O)CC1`?
AmpC inh det: -3%

How did COc1ccc(OC)c(S(=O)(=O)N2CCCc3ccccc32)c1 do in these assays?
AmpC inh det: 7%

What do the screens show for `CSc1nnc(-c2ccc(S(=O)(=O)N3CCCC3)cc2)n1C`?
AmpC inh det: -4%

How did CC(Sc1nnc(-c2ccc(Cl)cc2)n1C)C(N)=O (centres undefined) do in these assays?
AmpC inh det: 2%

Results for CCCN(CCc1ccccc1)[C@H]1CCc2c(O)cccc2C1 ?
AmpC inh det: -1%

Results for Cc1cc(C(=O)Nc2c(C)nn(Cc3c(Cl)cccc3Cl)c2C)no1 ?
AmpC inh det: 0%

How did O=C(C1CCN(S(=O)(=O)c2cccc3cccnc23)CC1)N1CCN(c2ccccn2)CC1 do in these assays?
AmpC inh det: -6%

Results for COc1cc(C(=O)Nc2ccc3c(c2)OCCO3)ccc1-n1cnnn1 ?
AmpC inh det: 9%

What do the screens show for `CC1(C)CC(=O)c2cc(OCC(=O)O)ccc2O1`?
AmpC inh det: -6%

What do the screens show for `CCOC(=O)COc1cccc2c(=O)n(CC(=O)NCc3ccc4c(c3)OCO4)ccc12`?
AmpC inh det: 8%

What do the screens show for `S=c1[nH]nc(COc2ccc3c(c2)OCO3)n1-c1ccccc1`?
AmpC inh det: -2%

What do the screens show for `O=C(CSc1nc2ccccc2o1)Nc1ccccc1N1CCCCCC1`?
AmpC inh det: 2%

Results for COc1ccc(NC(=O)C(C)Oc2ccc(/C(C)=N\O)cc2)cc1 (centres undefined) ?
AmpC inh det: -1%

What do the screens show for `CCOC(=O)c1c(C)[nH]c(C(=O)Nc2ccc3c(c2)OCO3)c1C`?
AmpC inh det: 2%

Results for CCN1CCN(c2ncnc3c2oc2nc(C(C)C)c4c(c23)CCC4)CC1 ?
AmpC inh det: 6%

How did Cc1ccc2c(CC(=O)NCC3COc4ccccc4O3)coc2c1 (centres undefined) do in these assays?
AmpC inh det: -3%

What do the screens show for `N#Cc1cn(Cc2ccccc2)c2ccccc12`?
AmpC inh det: -1%

Results for COCC(=O)Nc1nc2n(n1)C(c1ccccc1Cl)CC(c1ccc(OC)cc1)N2 (centres undefined) ?
AmpC inh det: -2%

Results for O=C(NCc1ccco1)Nc1cccs1 ?
AmpC inh det: -5%

Results for CCOCCCNC(=O)CSc1ccccc1 ?
AmpC inh det: -4%

Results for Cc1ccc(-c2nn(-c3ccccc3)cc2/C=C(\C#N)c2cccc(C#N)c2)o1 ?
AmpC inh det: -4%

Results for O=C(CSc1nc2c(cnn2-c2ccc(F)cc2)c(=O)[nH]1)N1CCCCC1 ?
AmpC inh det: 13%

How did CCCNc1nc(N2CCOCC2)nc(N2CCOCC2)n1 do in these assays?
AmpC inh det: -3%

How did CCCCc1c(O)nc(SCC(=O)NCC2CCCO2)[nH]c1=O (centres undefined) do in these assays?
AmpC inh det: -2%

Molecules shown so far that contain a COOH group:
Results for CC(O)c1cccc(NC(=O)CCC(=O)O)c1 (centres undefined) ?
AmpC inh det: -2%

What do the screens show for `CC1(C)CC(=O)c2cc(OCC(=O)O)ccc2O1`?
AmpC inh det: -6%

More entries
What do the screens show for `COc1cccc(NC(=O)N2CCN(c3ccc(C(F)(F)F)cn3)CC2)c1`?
AmpC inh det: -7%

What do the screens show for `CC(=O)c1c(C)[nH]c(C(=O)COC(=O)CNS(=O)(=O)c2ccccc2)c1C`?
AmpC inh det: 9%

How did c1ccc2c(N3CCNCC3)nc(-c3ccoc3)nc2c1 do in these assays?
AmpC inh det: 7%

How did CN(CCCC(=O)Nc1ccncc1)S(=O)(=O)c1ccc(Cl)cc1 do in these assays?
AmpC inh det: -1%

What do the screens show for `CCOc1ccc(C)cc1S(=O)(=O)NC1CCCCC1`?
AmpC inh det: 0%

Results for CC(=O)c1c(C)[nH]c(C(=O)OCn2nnc3ccccc3c2=O)c1C ?
AmpC inh det: 0%

How did C=CCn1c(SCC(=O)NCCCC)nc2scc(-c3ccco3)c2c1=O do in these assays?
AmpC inh det: -7%

What do the screens show for `COc1ccc(C(=O)NC(=O)N2CCCCC2)cc1`?
AmpC inh det: -4%

How did CN(C)Cc1ccccc1-c1nc(N2CCOCC2)c2ccccc2n1 do in these assays?
AmpC inh det: 13%

Results for Cn1c(=O)n(CC(=O)NCc2cccnc2)c2ccccc21 ?
AmpC inh det: 0%

Results for CC(C)(C)c1ccc(-c2nc(C#N)c(NCc3ccncc3)o2)cc1 ?
AmpC inh det: 7%

How did CCCCc1ccc(NC(=O)N[C@H](C(=O)O)C(C)C)cc1 do in these assays?
AmpC inh det: -6%

What do the screens show for `Cc1ccccc1NC(=O)c1ccccc1O`?
AmpC inh det: -4%

Results for Cc1cc(C)c2cc(CN(CCO)Cc3nnnn3Cc3ccc(F)cc3)c(=O)[nH]c2c1 ?
AmpC inh det: 9%

How did Cn1c(=O)c2c(nc(SCC(=O)NCc3ccco3)n2C)n(C)c1=O do in these assays?
AmpC inh det: 0%

What do the screens show for `O=C(O)c1cccc(NS(=O)(=O)c2ccc3nnn(O)c3c2)c1`?
AmpC inh det: 8%

Results for CN(CC(=O)Nc1ccc(C#N)cc1)Cc1ccc(Cl)cc1 ?
AmpC inh det: -2%

Results for Cc1ccc2cccc(S(=O)(=O)Nc3ccc4c(c3)OCO4)c2n1 ?
AmpC inh det: -4%

Results for CC1(C)CC(=O)C2=C(C1)OC(=O)C2(NC(=O)c1cccs1)C(F)(F)F (centres undefined) ?
AmpC inh det: 3%

Results for Cc1cc(NC(=O)COC(=O)c2cccc(S(=O)(=O)N3CCOCC3)c2)no1 ?
AmpC inh det: -3%

Results for CCc1ccccc1NC(=O)c1nnn(CC(=O)Nc2cccc(C)c2C)c1N ?
AmpC inh det: -8%

Results for C/C=C/CSc1nc2c(c(=O)[nH]c(=O)n2C)n1C(C)C ?
AmpC inh det: 8%

Results for COC(=O)C1=CO[C@@H](C)[C@H]2CN3CCc4c([nH]c5ccccc45)[C@@H]3C[C@H]12 ?
AmpC inh det: 0%&2%[12.8 µM]

What do the screens show for `CCCc1nc(N)c(C#N)c(-c2cccnc2)c1CC`?
AmpC inh det: 14%

What do the screens show for `O=C(Nc1ccc(S(=O)(=O)N2CCCCC2)cc1)c1ccncc1`?
AmpC inh det: 7%

What do the screens show for `CSc1ccc(C(=O)c2[nH]c(=O)[nH]c2C)cc1`?
AmpC inh det: -2%

How did Cn1c(=O)c(NC(=O)c2ccccc2)c2n(c1=S)CCCCC2 do in these assays?
AmpC inh det: 0%

What do the screens show for `Nc1cc(S(=O)(=O)C(F)(F)F)ccc1C(=O)O`?
AmpC inh det: -1%

What do the screens show for `CCc1nnc2sc(-c3ccc(NC(=O)CSc4ccc(Cl)cc4)cc3)nn12`?
AmpC inh det: -3%

Results for O=C(c1cccc(F)c1)N1CCC2(CC1)CN(c1ccccn1)C2 ?
AmpC inh det: 6%

What do the screens show for `CCOc1ccc2nc(SCC(=O)c3cccs3)sc2c1`?
AmpC inh det: -1%

How did COc1ccc2[nH]cc(C(=O)N3CCCCC3)c(=O)c2c1 do in these assays?
AmpC inh det: 7%

How did Cc1nc2ccccn2c1C(=O)NCCCN1CCOCC1 do in these assays?
AmpC inh det: 8%

How did COc1ccc(NC(=O)CN(C)S(=O)(=O)c2ccc3c(c2)OCCO3)c2ncccc12 do in these assays?
AmpC inh det: 15%

What do the screens show for `C[C@@]1(C(NC(=O)c2cccs2)c2ccc(-c3ccccc3)cc2)C[C@H]1C1CCCCC1` (some centres undefined)?
AmpC inh det: 3%

What do the screens show for `CSc1n[nH]c(NCc2ccccc2)n1`?
AmpC inh det: -4%

Results for CC1CCCC(C)N1CCCNC(=O)Cn1cc2c(n1)CCCC2 (centres undefined) ?
AmpC inh det: 1%

What do the screens show for `CC(=O)NCCNc1nc(-c2c(C)noc2C)nc2ccccc12`?
AmpC inh det: 7%

What do the screens show for `CC(C)N1C(=O)CCC1C(=O)NCc1ccccc1Cl` (centres undefined)?
AmpC inh det: 3%

How did CCOC(=O)N1CCC(C(=O)Nc2ccc(OCC)cc2)CC1 do in these assays?
AmpC inh det: 4%

Results for O=C(Nc1cccc(NC(=O)N2CCN(c3ccccc3)CC2)c1)N1CCN(c2ccccc2)CC1 ?
AmpC inh det: 13%

Five records drawn at random from those above:
Results for O=C(Nc1cccc(NC(=O)N2CCN(c3ccccc3)CC2)c1)N1CCN(c2ccccc2)CC1 ?
AmpC inh det: 13%

What do the screens show for `C[C@@]1(C(NC(=O)c2cccs2)c2ccc(-c3ccccc3)cc2)C[C@H]1C1CCCCC1` (some centres undefined)?
AmpC inh det: 3%

What do the screens show for `CCOc1ccc2nc(SCC(=O)c3cccs3)sc2c1`?
AmpC inh det: -1%

What do the screens show for `CC(=O)NCCNc1nc(-c2c(C)noc2C)nc2ccccc12`?
AmpC inh det: 7%

How did CCOC(=O)N1CCC(C(=O)Nc2ccc(OCC)cc2)CC1 do in these assays?
AmpC inh det: 4%
